TRHR enhancer: allosterically enhances the human TRH receptor; TRHR cells, fluo-8 calcium fluorescence, EC20 TRH enhancement; enhancement, % at 2 µM; actives 0.66% (n = 360,000); AID 493056; in the data active = enhancement above about 30%; note: 0% is about no effect
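TRHR-expressing cells loaded with fluo-8 calcium dye were read kinetically (ex 480/em 530) during compound addition, then stimulated with an EC20 of TRH (10 nM final). Enhancement of the Gq-mediated intracellular calcium response was scored.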
D2 PAM: D2 dopamine receptor (human) potentiation; P14416; HEK293 T-REx D2, calcium flux, EC20 dopamine potentiation; potentiation, % at 10 µM; actives 0.34% (n = 340,000);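 active = potentiation over 3 SD above the plate norm, cut at about 30% in these data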; note: 0% is about no effect
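Using a no-wash calcium dye in inducible, force-coupled HEK293 Trex cells expressing D2, we tracked fluorescence each second for 180 s after compound, then for 180 s after EC20 dopamine to detect augmented signalling.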
RXFP1 agonist: RXFP1 (human) receptor agonism | Q9HBX9 | Potency, µM (top dose mostly 57.5 µM), for the others: at the top dose activation, actives largely listed as activators | actives 0.3% (n = 370,000) | HEK293T-RXFP1 cAMP TR-FRET, 30 min; response scale: percent of porcine relaxin response, buffer zero; note: potency is the fitted concentration of half-maximal effect; % is set by controls: 0 for no effect and ±100 for the full control effect; nearly all actives have a fitted effect of over 60% in size; many of its hits are not listed in these tables
Target sequence (Q9HBX9 whole entry, looked up): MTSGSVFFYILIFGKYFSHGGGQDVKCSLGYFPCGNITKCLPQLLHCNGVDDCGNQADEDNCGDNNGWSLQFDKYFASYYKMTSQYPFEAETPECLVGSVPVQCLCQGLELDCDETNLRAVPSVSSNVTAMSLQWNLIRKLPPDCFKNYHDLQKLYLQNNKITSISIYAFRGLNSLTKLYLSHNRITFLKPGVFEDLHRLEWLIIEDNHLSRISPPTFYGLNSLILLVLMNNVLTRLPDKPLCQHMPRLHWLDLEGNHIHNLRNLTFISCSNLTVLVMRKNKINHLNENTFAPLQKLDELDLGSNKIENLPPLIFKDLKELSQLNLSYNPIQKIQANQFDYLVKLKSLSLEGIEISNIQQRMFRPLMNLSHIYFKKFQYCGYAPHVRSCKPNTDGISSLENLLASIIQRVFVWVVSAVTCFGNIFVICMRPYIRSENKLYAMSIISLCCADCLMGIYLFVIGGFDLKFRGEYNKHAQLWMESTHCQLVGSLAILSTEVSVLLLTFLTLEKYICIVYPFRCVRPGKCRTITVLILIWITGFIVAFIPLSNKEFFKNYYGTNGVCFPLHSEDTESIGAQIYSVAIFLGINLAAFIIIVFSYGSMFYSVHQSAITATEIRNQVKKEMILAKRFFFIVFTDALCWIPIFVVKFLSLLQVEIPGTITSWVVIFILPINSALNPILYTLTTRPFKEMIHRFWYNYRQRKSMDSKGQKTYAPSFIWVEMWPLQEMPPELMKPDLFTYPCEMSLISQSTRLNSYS
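Agonist response is measured as cAMP accumulation in an RXFP1-transfected HEK293T line under PDE4 inhibition. Values are scaled between buffer-only and 29 nM porcine relaxin, and EC50s come from standard Hill equation fits.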
D1 antag: blocks dopamine activation of the human D1 receptor; P21728; HEK293 TREx D1 cells, calcium flux, dopamine EC80; hits give low values; activity change, negative = inhibition, % at 10 µM; actives 3.2% (n = 360,000); AID 504652; in the data active = activity change below about -30%; note: % is set by controls: 0 for no effect and ±100 for the full control effect
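Using tetracycline-induced force-coupled D1 Hek293 cells and a calcium dye, signals were followed for 180 s after compound, then for 180 s after EC80 dopamine, to detect inhibitors.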
D1 PAM: enhances dopamine response at the human D1 receptor | P21728 | HEK293 TREx D1 cells, calcium flux, dopamine EC20 potentiation | potentiation, % at 10 µM | actives 0.036% (n = 360,000) | AID 504651; in the data active = potentiation above about 30%; note: 0% is about no effect
RXFP1 antagonist: antagonists of human relaxin receptor RXFP1; activity change, negative = inhibition, % at 57.5 µM; HEK293-RXFP1, relaxin-stimulated cAMP HTRF, 30 min; hits give low values; AID 1259400; actives 0.59% (n = 350,000);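 active = activity change of -60% or lower, but not beyond a set lower limit; inconclusive = change between -60% and -40%, or beyond the set limit; inactive = change above -40%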; note: % is set by controls: 0 for no effect and ±100 for the full control effect
Apoferritin bind: binds horse apoferritin like a general anesthetic; apoferritin/1-aminoanthracene competitive binding, fluorescence; Potency, µM (doses to about 77.5 µM), for the others: top-dose activity change, negative = displacement, hits mostly inhibitors; actives 0.074% (n = 350,000); AID 485281; note: potency is the fitted concentration of half-maximal effect; % is set by controls: 0 for no effect and ±100 for the full control effect; nearly all actives have a fitted effect of over 20% in size
Target sequence (P02791 2-175 limits assumed): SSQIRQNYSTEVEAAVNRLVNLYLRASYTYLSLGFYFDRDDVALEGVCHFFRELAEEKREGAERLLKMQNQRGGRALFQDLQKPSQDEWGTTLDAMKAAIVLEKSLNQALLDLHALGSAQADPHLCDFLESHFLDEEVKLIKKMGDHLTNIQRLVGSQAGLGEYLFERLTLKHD
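Read-out: endpoint 1-AMA fluorescence, excitation 380 nm and emission 535 nm, after compounds sit 10 min at room temperature with 10 uM horse-spleen apoferritin in 50% saturated 1-AMA/PBS. Values come from four-parameter Hill fits.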
D1 agonist: agonists of human D1 dopamine receptor; P21728; HEK293 T-REx D1 cells, calcium flux, agonist mode; activation, % at 2 µM; actives 1% (n = 360,000); in the data active = activation above about 30%; note: 0% is about no effect
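Agonism was scored from calcium flux recorded over 180 s (1 read/s) after pintool compound addition, following a 10-cycle baseline. Cells were inducible force-coupled HEK293 TREx D1, plated overnight at 30 C and loaded with no-wash calcium dye.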
TRHR ag: TRH receptor (human) agonism. P34981. TRHR cells, calcium flux fluo-8, FDSS agonist mode. activation, % at 2 µM. actives 0.18% (n = 360,000). AID 493084; in the data active = activation above about 30%; note: 0% is about no effect
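Agonist-mode FDSS calcium read (Ex 480/Em 530, 1 s cycles) in 1536-well TRHR cells with fluo-8 dye, after 10-cycle baseline and 23 nL compound addition; TRH at EC20 (10 nM final) added afterwards for the enhancer phase.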
The depositor's hits bear a star; ? = inconclusive; nt = not tested or not shown; [ ] = remark or other dose. Unless noted, calls come from the whole dose curve; as a rule, active = well fitted curve in the direction sought with a large enough effect; inconclusive = small, poorly fitted or top-dose-only effect, or another doubt; inactive = no such curve, though single readings can be large; an effect the other way counts as inactive or inconclusive. The list is partial (hit frequency here may not be typical).

The line under a structure holds: TRHR enhancer | D2 PAM | RXFP1 agonist | D1 antag | D1 PAM | RXFP1 antagonist | Apoferritin bind | D1 agonist | TRHR ag
- O=C1NCC(COc2ccc(Cl)cc2)O1 (stereo not drawn)
  1 | -4 | -0.1% | -10 | -5 | 3 | -10% | 0 | -0.6
- S=C(NCc1ccc2c(c1)OCO2)Nc1ccc(-c2nc3ccccc3[nH]2)cc1
  -2 | -13 | -0.2% | -8 | -5 | 8 | -5% | 2 | 0.2
- Fc1ccccc1Cn1c(-c2ccccc2)nc2ccccc21
  4 | 12 | 1.4% | -9 | 1 | -30 | 266%[activator] | 15 | -1.8
- CCC(C)NC(=S)N1CCN(C(c2ccccc2)c2ccccc2)CC1 (stereo not drawn)
  6 | 0 | 0.3% | -31* | -4 | -13 | 4% | 0 | -0.2
- CS(=O)(=O)Nc1nc2n(n1)C(c1ccc(F)cc1)CC(c1ccccc1)N2 (stereo not drawn)
  -8 | -5 | -0.9% | -7 | -1 | 7 | 0% | 1 | -0.7
- O=C(c1ccccn1)N(CC1CCCO1)C1(C(=O)NC2CCCCC2)CCCCC1 (stereo not drawn)
  10 | -4 | 1.8% | -1 | 5 | 3 | -9% | 0 | 0.3
- CCCCNc1sc(S(=O)(=O)CC)nc1S(=O)(=O)c1ccc(C)cc1
  -2 | 12 | 2.4% | 7 | -2 | 1 | 0% | 7 | -1.5
- O=C(Nc1ccc(C#Cc2ccccc2)cc1)C1CC1
  -4 | nt | -0.6% | 14 | 3 | -5 | 4% | 3 | -0.5
- CN(Cc1nccs1)C(=O)CC1C(=O)NCCN1Cc1ccc(-c2ccccc2)cc1 (stereo not drawn)
  -6 | 7 | 0.5% | 0 | 0 | -5 | -7% | 1 | -0.1
- CC(C)CCn1nnnc1C(c1ccccc1)N1CCN(C)CC1 (stereo not drawn)
  -1 | 3 | 0.7% | -3 | -6 | 9 | -17% | 2 | -0.4
- CCOC(=O)C(=O)N1CCN(CC)CC1
  2 | 0 | 1.0% | 4 | -2 | 8 | -1% | -1 | -0.1
- CCOC(=O)c1[nH]c(C)c(C(=O)OCC(=O)NC2CCS(=O)(=O)C2)c1C (stereo not drawn)
  4 | 3 | -5.1% | 1 | 5 | 0 | 14% | 5 | 0.3
- CCN(CC)S(=O)(=O)c1ccc(N2CCCC2)c(NC(=O)C2=NN(c3ccccc3)C(=O)CC2)c1
  2 | 6 | 5.6% | 15 | 3 | -6 | nt | 0 | 0.0
- C=C(C)C1CC=C(C)/C(=N\NC(=O)CNc2ccccc2OC)C1 (stereo not drawn)
  -7 | -5 | 3.7% | 10 | 1 | -7 | -12% | 0 | 0.3
- O=C(NC(Cc1ccccc1)C(=O)O)C1CCCCC1 (stereo not drawn)
  -2 | 8 | 1.2% | 7 | -1 | nt | -5% | 1 | -0.3
- CCc1ccc(-c2nc(CN3CCC(C(=O)N4CCN(c5ccccc5)CC4)CC3)c(C)o2)cc1
  14 | 2 | 1.3% | -35* | -6 | -26 | -13% | 43* | 0.4
- CC1CCn2c(nc3cc(C(=O)NCc4ccccc4)ccc32)C1 (stereo not drawn)
  1 | 7 | 4.8% | 7 | -2 | 6 | -3% | -1 | 0.1
- CCOc1ccc(-c2cn(-c3cccc(SC)c3)c(=O)[nH]2)cc1
  6 | -20 | 3.2% | 14 | -4 | 5 | -8% | 26 | 1.9
- COc1ccccc1CNC(=O)c1cnc2ccccn2c1=O
  1 | 4 | 9.8% | -5 | -4 | nt | 1% | -3 | 0.2
- COc1cc(-c2noc(-c3nnn(-c4ccc(Cl)cc4)c3C)n2)cc(OC)c1OC
  5 | 2 | -0.3% | -33* | 0 | -3 | -5% | 2 | -0.3
- Cc1cc(OCC(=O)Nc2ccc(CCO)cc2)c2c(C)c(C)c(=O)oc2c1
  5 | 12 | 1.7% | -12 | -9 | -3 | -11% | 3 | -0.5
- COc1ccc(NC(=O)c2csc(Cc3ccccc3)n2)cc1
  -3 | 6 | -0.6% | -19 | -5 | -6 | -20% | 4 | -0.4
- COc1ccc(NC(=O)Cn2c(=O)n(C(C)C)c(=O)c3oc4ccccc4c32)cc1Cl
  -10 | 2 | 0.4% | 14 | -5 | 4 | 3% | 2 | 0.7
- O=C(CSc1nc(-c2cccs2)cc(C(F)(F)F)n1)NCCCn1ccnc1
  2 | -9 | -0.6% | -8 | -3 | 4 | 7% | 1 | -0.3
- CC(CC(=O)Nc1nncs1)c1ccccc1 (stereo not drawn)
  1 | 9 | 0.3% | 0 | -3 | -2 | -8% | 1 | -0.2
- COc1ccc(-c2csc(NC(=O)CCNC(=O)c3ccco3)n2)cc1OC
  2 | 5 | 1.5% | 8 | -4 | -4 | nt | 4 | 0.3
- COc1cccc(NC(=O)c2ccc(S(=O)(=O)NCc3cccnc3)cc2)c1
  1 | 6 | 1.4% | -19 | -6 | 8 | -1% | 5 | -0.1
- Cc1ccc(OCC(=O)OC(C)CN(C)Cc2ccccc2)cc1 (stereo not drawn)
  2 | 4 | -3.2% | -4 | 3 | 9 | -7% | 6 | -0.6
- CCCCCCSc1ccc([C@H]2N[C@@](Cc3ccccc3)(C(=O)OC)[C@H]3C(=O)N(C)C(=O)[C@@H]23)cc1OC
  -4 | 1 | 4.2% | 11 | -1 | nt | nt | 2 | 0.7
- Cc1cccc(/C=N/NC(=O)c2cccc([N+](=O)[O-])c2)n1
  0 | -4 | -0.7% | -3 | -6 | 6 | -7% | 2 | 0.7
- COc1ccc(/C=C/C(=O)NCCCc2ccccc2)cc1
  3 | -6 | 2.0% | -13 | -1 | 30 | -7% | 2 | 0.1
- CN(/N=C/c1ccc2c(c1)OCO2)c1nc(N2CCOCC2)nc(N2CCOCC2)n1
  4 | -8 | -0.6% | 10 | -5 | 7 | 1% | 0 | -0.3
- O=C(NCCN1CCN(c2ccccc2)CC1)c1cccc(Cl)c1
  -8 | -26 | 1.6% | -8 | -5 | 10 | -3% | 4 | -0.7
- COC(=O)C1CCN(C(=O)COC(=O)c2cc(-c3cccs3)nn2-c2ccccc2)CC1
  -2 | 0 | 0.6% | 6 | -8 | -17 | nt | 2 | -0.4
- CCCCC(=O)Oc1cc(C)[nH]c(=O)c1[N+](=O)[O-]
  3 | 7 | -0.6% | 5 | -4 | -7 | 1% | 2 | -0.4
- CC(=O)NCCC(=O)Nc1cc(S(=O)(=O)N2CCOCC2)ccc1N1CCOCC1
  -2 | -1 | 4.2% | -10 | -1 | 1 | -2% | 5 | 0.3
- CC12CC(NC(=O)N1c1ccc(C(=O)N3CCN(c4ccc(F)cc4)CC3)cc1)c1ccccc1O2 (stereo not drawn)
  3 | -3 | 0.6% | 12 | -5 | -5 | -18% | 3 | -0.2
- O=CNCC(=O)NC1CCCCCC1
  3 | -1 | 2.1% | -1 | 3 | 2 | ? | 2 | 0.5
- CCCCOC(=O)n1ccc(C(=O)Nc2ccccc2OC)n1
  -5 | 2 | -0.1% | -1 | -8 | 4 | -22% | 2 | -1.5
- COc1cc([C@H](Cc2ccccc2)NC(C)=O)oc(=O)c1
  1 | 1 | 0.1% | -22 | 1 | nt | -2% | -3 | 0.9
- CCc1ccc(-n2c(C)nnc2SCc2nc(-c3ccc(OC)cc3)no2)cc1
  5 | 7 | -3.0% | -13 | 0 | nt | -8% | 4 | -0.3
- CC(C)c1ccc(C(C(=O)NC(C)(C)C)N(C(=O)CNC(=O)c2ccco2)c2cccnc2)cc1 (stereo not drawn)
  0 | 1 | 0.4% | -2 | -3 | -7 | -14% | 0 | -0.2
- CCOC(=O)CNC(=O)c1c(C)nn(C)c1Cl
  2 | 2 | -1.2% | 2 | -1 | 1 | -2% | 2 | 0.7
- Cc1ccc(C)c(-n2nnc(-c3nc(-c4ccc(Cl)cc4)no3)c2N)c1
  8 | 2 | -0.4% | 2 | -2 | 4 | -8% | 3 | -0.2
- COc1cc(C2NC(=O)N(C)C(C)=C2C(=O)OCc2ccccc2)cc(Br)c1O (stereo not drawn)
  -7 | -2 | 2.1% | 22 | 4 | 3 | -12% | 0 | 0.0

As entered above:
D1 PAM with `O=C(CSc1nc(-c2cccs2)cc(C(F)(F)F)n1)NCCCn1ccnc1` : -3
D1 antag with `COc1ccc(-c2csc(NC(=O)CCNC(=O)c3ccco3)n2)cc1OC` : 8
RXFP1 agonist with `CC(CC(=O)Nc1nncs1)c1ccccc1` (stereo not drawn) : 0.3%

(next part)
The line under a structure holds: TRHR enhancer | D2 PAM | RXFP1 agonist | D1 antag | D1 PAM | RXFP1 antagonist | Apoferritin bind | D1 agonist | TRHR ag
- CCCn1cc(S(=O)(=O)CC(=O)Nc2ccc(OC)cc2OC)c2ccccc21
  -5 | -2 | 0.8% | -7 | -5 | -13 | -8% | 2 | -0.6
- O=C(CCC(=O)OCc1ccc(Cl)cc1)Nc1ccccc1
  2 | 12 | 0.4% | -2 | -2 | -3 | -13% | 4 | -0.9
- CC(=O)Nc1ccc(NC(=O)C(C)OC(=O)/C=C/c2ccc3c(c2)OCO3)cc1 (stereo not drawn)
  1 | 9 | 0.8% | 8 | 0 | -7 | nt | 1 | -0.1
- Cc1noc(C)c1CSCC(=O)Nc1ccc(S(C)(=O)=O)cc1
  2 | 0 | -0.1% | 12 | 7 | 2 | nt | 1 | -0.1
- O=C(Nc1ccc(Cl)cc1)Nc1cnccn1
  2 | -6 | -0.4% | -10 | -8 | -14 | -6% | 4 | 0.2
- CC1/C(=C\c2ccc(Cl)cc2)C(=O)C2CC1C2(C)C (stereo not drawn)
  -5 | 4 | -1.7% | 12 | 2 | -29 | ? | 2 | -0.1
- CSCC[C@H](NC(=O)C1CCN(S(=O)(=O)c2ccccc2)CC1)C(=O)NC1CC1
  10 | -3 | 1.0% | 5 | 2 | -2 | 8% | 1 | 0.5
- Cc1c(NC(=O)NC2CCCCC2)cccc1[N+](=O)[O-]
  -6 | -7 | 0.3% | -11 | -7 | 12 | -5% | 6 | 0.3
- Cc1cc(NC(=O)c2cnn(-c3ccccc3)c2-n2cccc2)ccc1Br
  0 | 27 | -1.9% | -1 | -1 | -18 | -1% | 10 | -2.1

Given with values ahead of the structure: 2 of the compounds above.
TRHR enhancer,D2 PAM,RXFP1 agonist,D1 antag,D1 PAM,RXFP1 antagonist,Apoferritin bind,D1 agonist,TRHR ag,mol
-6,-7,0.3%,-11,-7,12,-5%,6,0.3,Cc1c(NC(=O)NC2CCCCC2)cccc1[N+](=O)[O-]
0,27,-1.9%,-1,-1,-18,-1%,10,-2.1,Cc1cc(NC(=O)c2cnn(-c3ccccc3)c2-n2cccc2)ccc1Br

Assay outcomes: PubChem BioAssay, National Center for Advancing Translational Sciences (NCATS)
